hcGAS lum: human cGAS inhibition | Q8N884 | recombinant h-cGAS, ATP depletion, Kinase-Glo luminescence | inhibition, % at 12.5 µM | actives 0.081% (n = 290,000) | AID 1259398;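 note: 0% = vehicle reaction and 100% = reaction without DNA for no activity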
Target sequence (Q8N884 whole entry, looked up): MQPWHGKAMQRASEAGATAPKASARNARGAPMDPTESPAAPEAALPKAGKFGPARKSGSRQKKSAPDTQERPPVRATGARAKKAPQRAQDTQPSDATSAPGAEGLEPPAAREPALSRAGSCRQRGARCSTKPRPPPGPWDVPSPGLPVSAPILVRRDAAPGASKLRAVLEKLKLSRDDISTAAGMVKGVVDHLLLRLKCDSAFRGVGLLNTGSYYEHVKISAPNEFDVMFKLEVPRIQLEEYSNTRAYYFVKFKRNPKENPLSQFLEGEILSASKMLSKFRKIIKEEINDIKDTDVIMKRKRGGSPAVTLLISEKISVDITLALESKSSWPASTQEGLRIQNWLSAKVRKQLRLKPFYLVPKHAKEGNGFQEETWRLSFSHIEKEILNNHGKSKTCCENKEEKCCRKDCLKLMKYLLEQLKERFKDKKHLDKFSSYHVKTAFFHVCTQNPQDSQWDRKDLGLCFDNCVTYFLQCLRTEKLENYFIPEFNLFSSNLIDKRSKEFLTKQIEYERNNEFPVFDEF
NPYLR7 agonist: activates Aedes aegypti NPYLR7 receptor; activation, % at 10 µM; HEK293T NPYLR7/Galpha15, GCaMP6s calcium fluorescence; actives 0.15% (n = 270,000); in the data active = activation above about 40%;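 note: 0% = vehicle and 100% = reference agonist at the receptor; some compounds past the cut are filed as inactive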
mcGAS inh: inhibitors of mouse cGAS | inhibition, % at 12.5 µM | recombinant cGAS, Kinase-Glo ATP depletion luminescence | Q8C6L5 | AID 1259399 | actives 0.15% (n = 160,000);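 note: 0% = negative control wells and 100% = reference inhibitor with no enzyme activity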
Numbers without * were called inactive; x = no result given; & = joins results of further samples. Cut-off read from the data, not from the text of the source, unless noted: active = inhibition above about 40%; inactive = the rest.

SMILES	hcGAS lum	NPYLR7 agonist	mcGAS inh
CSCCC(=O)N1CCC(CO)(Cc2ccccc2)CC1	-8	5	x
CC(CO)Oc1ccc(Oc2ccccc2)cc1 (stereo not drawn)	-2	6	x
Cc1cc(C(=O)N(C)C2CCN(c3ccccn3)CC2)c2ccccc2n1	-5	8	x
Cc1ccccc1NC(=O)c1cc2cc(Br)ccc2oc1=O	-2	19	-6
Cc1[nH]c(C(=O)N(C)Cc2ccccc2N2CCOCC2)c(C)c1C(=O)OC(C)C	-8	-2	x
CC(C)CCn1c(=O)c2c(ncn2C(C)C)n(-c2ccc(C(C)C)cc2)c1=O	-12	4	x
CCCCC(=O)Nc1ccc(C(=O)NC(C)c2ncn[nH]2)cc1 (stereo not drawn)	0	6	-10
Cc1cc(C2CCCN2CC(=O)NC2CCCC2)on1 (stereo not drawn)	-9	8	-7
C[C@]12C=CC(=O)C=C1CC[C@@H]1[C@@H]2[C@@H](O)C[C@@]2(C)[C@H]1CC[C@]2(O)C(=O)CO	-6&-2	-2&-2	-5
O=S(=O)(c1ccccc1)N1CCCC(OCc2cc(F)ccc2F)C1 (stereo not drawn)	-1	-6	x
Cc1ccc(NS(=O)(=O)c2ccc(NC(=S)NC(=O)C(C)C)cc2)c(C)c1	-8	-5	x
C=CCn1c(=O)c2c(nc3n(-c4ccccc4Cl)c(C)c(C)n23)n(C)c1=O	-4	11	x
Cc1ccc(CN(CCN2CCOCC2)Cc2ccc(C(C)(C)O)o2)s1	-5	11	-4
CCN(Cc1ccc(N(C)C)cc1)S(=O)(=O)/C=C/c1ccc(Cl)cc1	-4	3	x
COc1cccc(-n2nc(C(=O)NCc3ccco3)c(=O)n(Cc3ccccc3Cl)c2=O)c1	-8	18	-5
COCCN=c1scc(-c2ccc(Cl)cc2)n1N=Cc1ccc2c(c1)OCO2	-4	2	x
COc1ccc(C)cc1NC(=O)CCC[C@@H]1[C@H]2CCCN3CCC[C@@H](CN1C)[C@@H]23	-1	x	-1
Cc1cccnc1N1CCN(Cc2cccc(CN3CCOCC3)c2)CC1	-4	2	x
O=C(CCC(=O)N1CCc2c([nH]c3ccccc23)C1)NCCc1cccnc1	-5	-6	x
COc1cccc(-c2cnc(C)[nH]2)c1F	-9	-3	-13
Cc1nc2sccn2c(=O)c1NC(=O)C(C)(C)C	-9	9	-7
CCCCn1c(N)c(N(CC)C(=O)c2c(C)noc2C)c(=O)[nH]c1=O	3	-5	x
O=Cc1ccc(Sc2nnc(-c3ccccc3)o2)o1	0	2	22
COC(=O)CCCCCCC(=O)N1CCN(Cc2cc(=O)c(OCc3cccc(F)c3)co2)CC1	-7	-1	-7
Cc1ccc(CN2CCCC(O)(CO)CC2)cc1C (stereo not drawn)	-4	1	x
(further entries)
SMILES	hcGAS lum	NPYLR7 agonist	mcGAS inh
Cc1cc(=O)oc2cc(O)c(Cl)cc12	2	4	x
Nc1ccc(S(=O)(=O)NC(=O)c2ccccc2)cc1	5&0	-10&-9	-4
COc1ccc(-c2sc(N3CCOCC3)nc2-c2ccccc2)cc1	-6	4	x
O=C(CC1COCCN1)N(Cc1cccnc1)Cc1cccnc1 (stereo not drawn)	3	-1	x
CN(Cc1ccncn1)C(=O)c1cn(Cc2ccc(Cl)cc2)nn1	-2	-1	x
N#Cc1cccc(/C=C2\SC(=NC3CCCC3)NC2=O)c1	-12	10	x
O=S(=O)(c1ccc2c(c1)OCCCO2)N1CCCC1c1nc2ccccc2s1 (stereo not drawn)	-6	0	x
CCONC(=O)c1cc2cccc(Br)c2o1	-6	2	x
O=C(NCc1n[nH]c(=S)n1-c1ccccc1Cl)c1cccc2ccccc12	-7	-1	-8
O=C(CCC1CCN(C(=O)C2(N3CCOCC3)CCCCC2)CC1)Nc1ccccc1	-7	15	x
CC1CN(c2cc(Oc3ccccc3Cl)ncn2)CCN1C(=O)NC1CCCCC1 (stereo not drawn)	3	-2	1
O=C1N(Cc2ccccc2Cl)c2ccc(F)cc2C12NCCS2 (stereo not drawn)	3	27	x
O=C(c1cn(CC2CCCO2)cc2c(=O)n(-c3ccccc3)nc1-2)N1CCOCC1 (stereo not drawn)	-5	10	-8
Cc1ccc(-c2cc(C(=O)N3CC4CCC3C4)cc(-n3cnnn3)c2)s1 (stereo not drawn)	-9	10	x
COc1ccc(C(=O)N2CCC3(CC2)C(=O)N(CC(=O)NCCc2ccc(Cl)cc2Cl)CN3c2ccccc2)c(OC)c1	-1	10	-3
COC[C@H]1C[C@H]2C[C@H](O)[C@@H](NC(=O)NCc3ccccc3F)[C@@]2(O)CO1	-2	2	-1
Cc1nc(CC(=O)NCCc2c[nH]c3c(C)cccc23)c(C)s1	-4	4	x
Cc1c(C)n2c3c(=O)[nH]c(=O)n(C)c3nc2n1CCBr	-3	3	x
CCS(=O)(=O)CCNC(=O)[C@@]12CNC[C@@H]1CN(C)C2	-9	-3	x
CC1(C)Cc2nc3sc4c(N5CCNCC5)ncnc4c3cc2CS1	-9	15	-4
Cc1ccc2oc(CN(Cc3ccccc3Cl)C(=O)c3ccco3)nc2c1	-5	6	-6
N#CCCn1cc(CNC2CCC(O)CC2)c2ccccc21 (stereo not drawn)	2	5	x
Cc1cc(C(=O)Nc2nn(Cc3ccc(COc4ccccc4)cc3)c3ccccc23)no1	-5	15	-4
O=C(NCCC(c1ccccc1)c1ccccc1)C1CC12CCN(C(=O)c1ccc[n+]([O-])c1)CC2 (stereo not drawn)	-7	18	-12
Cc1cccnc1C(=O)N(Cc1ccc(F)cc1)CC1CCCO1 (stereo not drawn)	-10	x	-13
More results follow.
SMILES	hcGAS lum	NPYLR7 agonist	mcGAS inh
Cc1c(CN2CCC3(CCCN(CC4CCCCC4)C3=O)C2)cnn1C (stereo not drawn)	-10	2	x
CCN(CC)C(=O)Oc1ccc2c(ccn2Cc2cc(C(F)(F)F)ccc2C(F)(F)F)c1-c1ccc(OC)c(OC)c1	1	24	-4
COc1ccc(OC)c(S(=O)(=O)N2CCC3(CCN(C)CC3)C2)c1	-6	7	-18
CCCCC(=O)Nc1c(-c2ccccc2C)nc2ccc(C)cn12	4	-7	-1
Cc1cc(C)c(CN2C[C@H]3C[C@H](O)[C@@H](O)C[C@H]3C2)c(-n2cccn2)c1	-2	-1	x
CC(C)c1ccccc1NC(=O)c1cccnc1Nc1cccc(Cl)c1	-4	-13	-2
Cc1ccc2nc(SCC(=O)N3CCCCC3)nc(=O)n2c1	-5	0	-7
Cc1ccccc1Cn1c(Cc2ccccc2F)n[nH]c1=O	8	-3	x
Cc1nc(C(F)(F)F)ccc1C(=O)N1CCN(Cc2cc(=O)c(OCc3cccc(F)c3)co2)CC1	-5	14	-5
Cc1nonc1OCCNC(=O)Cc1c(C)[nH]c2c(F)cccc12	1	0	x
O=C(NNS(=O)(=O)c1c(F)cccc1F)c1cc(Cl)c[nH]1	-8	13	x
Cc1ccc(CC2(C)C(=O)Nc3ccc(S(=O)(=O)NC4CCCCC4)cc32)cc1 (stereo not drawn)	2	4	x
CCC(C)C1C2=C(CC(C)(C)CC2=O)OC(=N)C1C#N (stereo not drawn)	-2	-5	x
COCC(=O)N(Cc1ccc(C)cc1)c1cccc(CC(=O)NCc2ccco2)c1	3	x	0
Cc1ccccc1OCC(O)CN(C)C1CCc2ccccc21 (stereo not drawn)	-7	10	x
COCC(=O)NCC1=CCN(Cc2cc(F)ccc2Cl)CC1	-3	-1	-1
Cc1nnc(NCCCO)[nH]c1=O	-4	17	x
Cc1ccc(C)c(S(=O)(=O)c2cn(C)c3cc(N4CCCC(C)C4)c(F)cc3c2=O)c1 (stereo not drawn)	3	-6	-3
CCOC(=O)C1(Cc2ccc(OC)cc2)CCN(C(=O)c2cccnc2)CC1	-10	18	x
CCc1nnc(NC(=O)c2ccc(C)c([N+](=O)[O-])c2)s1	-2	-12	x
O=C(NCCCc1ccc(Cl)cc1Cl)c1n[nH]c(=O)[nH]1	-5	0	x
Cc1ccccc1COc1cccn2c(N(C)C(=O)C3CCCCC3)c(C)nc12	-4	4	-2
COc1ccc(NC(C)=O)c(NS(=O)(=O)c2cccc(Cl)c2F)c1	-6	0	x
COc1ccc(CCc2nnc(CCC(=O)N(C)CCCN3CCOCC3)o2)cc1	-3	1	-5
CN1CCCC2(CCN(C(=O)CCCn3cnnn3)C2)C1=O (stereo not drawn)	3	0	x
(list continues)
SMILES	hcGAS lum	NPYLR7 agonist	mcGAS inh
Cc1ccc(Cl)cc1-n1c(SCc2nc(C(=O)NC(Cc3ccccc3)c3ccccc3)cs2)nnc1-c1cccnc1 (stereo not drawn)	-6	14	-5
Cn1c(=O)c2c(nc(Cl)n2CC(O)CO)n(C)c1=O (stereo not drawn)	7	6	x
Cc1ccc(NNC(=O)c2ccc(NC3CC3)nc2)cc1Cl	-3	4	-16
CN(CC(=O)c1ccc(O)cc1)C(=O)C1=NNC(=O)CC1	0	7	-11
Cc1nc2c3ccccc3nn2c(C)c1CCC(=O)NCc1ccccc1CN1CCOCC1	-6	0	1
Cc1ccc(-c2cc(C(=O)Nc3cnn(C45CC6CC(CC(C6)C4)C5)c3)no2)cc1	2	-16	x
COc1ccc(-c2nc(CN(C)Cc3ccc4nsnc4c3)c(C)o2)c(C)c1C	-1	3	x
COc1nc(C)cnc1NS(=O)(=O)c1cccnc1-c1ccc(-c2nnco2)cc1	-8	-7	-8
Cc1cccc(CNC(=O)N2CCN(C(c3ccc(F)cc3)c3ccc(F)cc3)CC2)c1	-12	24	-8
O=C(NCCNC(=O)[C@H]1CCCN1C(=O)c1ccc(Cl)c(Cl)c1)c1ccccc1	-1	-1	-3
CCOc1ccc(N2CCN(C(=O)C3CCCC3)C(C)C2=O)cc1 (stereo not drawn)	0	-1	x
CCNC(=O)Nc1ccc(N(C)C)c(CN(Cc2ccccc2)C(=O)c2ccccc2Cl)c1	-3	x	-5
Nc1ccccc1N1CCC(CO)CC1	-7	2	-11
O=C(CSc1ncnc2c1oc1ccccc12)c1ccc(F)cc1	-3	-3	x
COc1ccc(C(C)=O)cc1CN1C(=O)C(C)ON=C1c1ccccn1 (stereo not drawn)	-7	0	x
COc1cccc(COC(CN2CCN(C(=O)Nc3ccc(F)cc3)CC2)c2ccc(Cl)cc2)c1 (stereo not drawn)	-7	x	-6
Cc1ccc(NC(=O)CSc2nc(=O)n3ccccc3n2)cc1	-1	2	1
Cc1ccc(CN(Cc2ccccc2)Cc2nc(C(=O)NCc3ccco3)co2)c(C)c1	-1	21	-5
O=C1CCCN1c1ccc(NS(=O)(=O)c2ccccc2)cc1Cl	-4	-1	-4
CCCc1cc(C(=O)OCC)c(NC(=O)c2ccccc2)s1	2	7	-2
Cc1n[nH]c(C)c1Sc1ccccc1N=Cc1cc([N+](=O)[O-])ccc1O	-4	10	x
COc1cc(-c2nc(CN3CCCC3c3nc4ccccc4s3)c(C)o2)cc2c1OCO2 (stereo not drawn)	-5	12	-11
CCCCOc1ccc(C(=O)Nc2sc3c(c2C#N)CCC3)cc1	-4	0	-2
Cc1nc2[nH]c(=O)[nH]c(=O)c2[nH]1	0	2	-5
O=C(C1CCCO1)N1CCN(c2ncnc3c2nnn3-c2cccc(F)c2)CC1 (stereo not drawn)	-2	-14	-2
(next part)
SMILES	hcGAS lum	NPYLR7 agonist	mcGAS inh
Cc1ccc(-n2c(O)c(C=Nc3ccc(C(=O)NC45CC6CC(CC(C6)C4)C5)cc3)c(=O)[nH]c2=O)cc1	-5	8	x
COc1cc(N=c2scc(-c3ccccc3)n2-c2ccc(F)cc2)cc(OC)c1	-4	-4	-4
COc1ccc(C2Nc3ccccc3C(=O)N2c2ccccc2)c(OC)c1 (stereo not drawn)	-9	-8	-6
COc1ccccc1/C=C/C=c1s/c(=C/C(=O)C(C)(C)C)[nH]c1=O	-3	13	-15
CC(C)(C)c1cc(O)c(O)c(CN2CC3CCC2C3)c1 (stereo not drawn)	-5	0	-5
Cc1ccc(-n2ncc3c(=O)n(NC(=O)C4CCCCC4)cnc32)cc1	-3	14	x
FC(F)(F)c1cc(-c2ccco2)nc(N2CCCC2)n1	0	-1	x
Cc1ccc(S(=O)(=O)c2c(C)nn(C(C)(C)C)c2OC(=O)Cc2ccccc2)cc1	-4	2	-6
O=C(NC1CCC(NC(=O)[C@H]2CCCN2C(=O)C23CC4CC(CC(C4)C2)C3)CC1)c1ccccc1 (stereo partly drawn)	4	3	-1
Cc1ccc(C2c3cc4c(cc3OC(=N)C2C#N)OCO4)cc1 (stereo not drawn)	-7	5	x
N#Cc1c(N2C(=O)C3C4CCC(O4)C3C2=O)sc2c1CCCCC2 (stereo not drawn)	-2	-1	x

Not a retest: 13 of the compounds above.
SMILES	hcGAS lum	NPYLR7 agonist	mcGAS inh
Cc1n[nH]c(C)c1Sc1ccccc1N=Cc1cc([N+](=O)[O-])ccc1O	-4	10	x
COc1cc(-c2nc(CN3CCCC3c3nc4ccccc4s3)c(C)o2)cc2c1OCO2 (stereo not drawn)	-5	12	-11
CCCCOc1ccc(C(=O)Nc2sc3c(c2C#N)CCC3)cc1	-4	0	-2
Cc1nc2[nH]c(=O)[nH]c(=O)c2[nH]1	0	2	-5
O=C(C1CCCO1)N1CCN(c2ncnc3c2nnn3-c2cccc(F)c2)CC1 (stereo not drawn)	-2	-14	-2
Cc1ccc(-n2c(O)c(C=Nc3ccc(C(=O)NC45CC6CC(CC(C6)C4)C5)cc3)c(=O)[nH]c2=O)cc1	-5	8	x
COc1cc(N=c2scc(-c3ccccc3)n2-c2ccc(F)cc2)cc(OC)c1	-4	-4	-4
COc1ccc(C2Nc3ccccc3C(=O)N2c2ccccc2)c(OC)c1 (stereo not drawn)	-9	-8	-6
COc1ccccc1/C=C/C=c1s/c(=C/C(=O)C(C)(C)C)[nH]c1=O	-3	13	-15
CC(C)(C)c1cc(O)c(O)c(CN2CC3CCC2C3)c1 (stereo not drawn)	-5	0	-5
Cc1ccc(-n2ncc3c(=O)n(NC(=O)C4CCCCC4)cnc32)cc1	-3	14	x
FC(F)(F)c1cc(-c2ccco2)nc(N2CCCC2)n1	0	-1	x
Cc1ccc(S(=O)(=O)c2c(C)nn(C(C)(C)C)c2OC(=O)Cc2ccccc2)cc1	-4	2	-6
